Compound activity as filed in PubChem BioAssay.
RBX1-CUL1 inh: inhibitors of human ROC1-CUL1 ubiquitin ligase activity; E3 ubiquitin-protein ligase RBX1 (Homo sapiens) + Cullin-1 (Homo sapiens), P62877+Q13616; in vitro K48 di-Ub FRET, acceptor:donor ratio, 45 min; inhibition, % at 10 µM; 140,000 tested, 0.6% active; in the data active = inhibition above about 25%
Target sequence (P62877 whole entry, looked up): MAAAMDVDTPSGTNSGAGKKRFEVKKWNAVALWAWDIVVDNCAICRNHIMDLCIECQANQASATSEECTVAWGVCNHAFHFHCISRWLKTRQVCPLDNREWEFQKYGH
Target sequence (Q13616 whole entry, looked up): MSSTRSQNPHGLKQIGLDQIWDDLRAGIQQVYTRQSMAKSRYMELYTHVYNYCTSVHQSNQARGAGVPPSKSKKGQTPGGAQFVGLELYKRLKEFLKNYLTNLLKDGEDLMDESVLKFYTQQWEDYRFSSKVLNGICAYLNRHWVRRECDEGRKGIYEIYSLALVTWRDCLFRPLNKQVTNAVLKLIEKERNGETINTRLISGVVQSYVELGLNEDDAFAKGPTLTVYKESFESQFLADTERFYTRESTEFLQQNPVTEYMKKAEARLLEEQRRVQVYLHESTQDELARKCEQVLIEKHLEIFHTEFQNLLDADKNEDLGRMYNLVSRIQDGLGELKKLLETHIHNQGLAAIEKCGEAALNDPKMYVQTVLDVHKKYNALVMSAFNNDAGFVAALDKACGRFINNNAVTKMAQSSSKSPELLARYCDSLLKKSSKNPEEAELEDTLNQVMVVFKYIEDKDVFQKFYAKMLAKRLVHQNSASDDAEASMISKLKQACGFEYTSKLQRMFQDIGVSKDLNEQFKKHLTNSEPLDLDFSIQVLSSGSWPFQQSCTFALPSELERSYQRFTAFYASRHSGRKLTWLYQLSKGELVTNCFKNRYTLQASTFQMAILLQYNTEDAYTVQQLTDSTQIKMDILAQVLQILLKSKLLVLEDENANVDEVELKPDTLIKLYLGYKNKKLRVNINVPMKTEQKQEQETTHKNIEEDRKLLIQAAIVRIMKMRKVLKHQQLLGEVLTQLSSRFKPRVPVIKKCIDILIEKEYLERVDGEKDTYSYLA
* = called active by the depositor. These rows are one share of the data; count on the stated rates, not on these rows.

nr	RBX1-CUL1 inh	molecule
1	-2.0	CC(C)CNS(=O)(=O)c1ccccc1C(F)(F)F
2	7.8	CCc1ccc(N2NC(=O)/C(=C/c3ccc(OC(=O)c4cccs4)c(OC)c3)C2=O)cc1
3	3.7	CCOc1ccc(N(CC(=O)Nc2ccc(F)cc2F)S(=O)(=O)C2C(=O)NC(=O)N=C2C)cc1 (configuration not stated)
4	12.4	Cc1ccccc1NCN1C(=O)[C@@H]2C3C=CC(O3)[C@H]2C1=O
5	-6.9	COc1cccc(C(=O)N/N=C(/C)c2ccc(NC(=O)c3ccccc3C)cc2)c1
6	-7.4	O=C(CC(c1cccs1)N1Cc2ccccc2C1=O)Nc1ccccc1F (configuration not stated)
7	0.4	CCN(CC)CCSc1c(C(C)C)cnc2c1c(=O)n(C)c(=O)n2C
8	-2.3	Cc1ccc(C)c(-n2c(-c3ccc4c(c3)OCO4)n[nH]c2=S)c1
9	6.5	CCc1n[nH]c2c1CN(Cc1cc(=O)n3c4c(cccc14)CCC3)CC2
10	-1.4	COc1cccc(CNC(=O)CCS(=O)(=O)c2ccc3c(c2)CC(C)N3C(=O)C2CC2)c1 (configuration not stated)
11	-5.0	COc1ccc(NC(=O)c2cccn2-c2nnc(N3CCCCC3)s2)cc1
12	1.1	Cc1ccc(C)c(NC(=O)c2snnc2C)c1
13	4.3	Cc1oc2c(c(C)cc3oc(=O)c(CC(=O)NCc4ccccc4)c(C)c32)c1C
14	-11.4	O=C(c1c(F)c(F)c(F)c(C(=O)N2CCOCC2)c1F)N1CCOCC1
15	6.7	COc1ccc(-c2ccc(NS(=O)(=O)c3ccc(OC)c(OC)c3)cc2)nn1
16	-1.0	O=C(Cc1noc2ccccc12)Nc1ccccc1C(F)(F)F
17	9.5	Cc1ccc(-c2cc3c(N4CCN(c5cc(C)ccc5C)CC4)nccn3n2)cc1
18	-0.1	CN(CCO)C(=O)CC1C(=O)NCCN1Cc1ccc(F)cc1Cl (configuration not stated)
19	-0.8	CCCCCOC(=O)c1cccc(C(=O)OCCCCC)n1
20	0.6	CCOC(=O)c1nc2ccccc2s1
21	-3.0	CC(=O)Nc1ccc(NS(=O)(=O)c2ccc3[nH]c4c(c3c2)CCCCC4)cc1
22	-1.5	CCNC(=O)N1CCc2c(cnc(C)c2-c2noc(-c3cnn(CC)c3C)n2)C1
23	3.5	Cc1cccc(CNC(=O)Cn2nc(C)n3c(cc4cc(F)ccc43)c2=O)c1
24	-7.3	COc1cccc(N2C(=O)CSC23C(=O)N(CC(=O)Nc2cc(C)ccc2C)c2ccccc23)c1 (configuration not stated)
25	-4.6	CCCCNCc1cc(Br)c(OCc2cccs2)c(OC)c1
26	-5.6	COC1CCN(C(=O)C2CCC(=O)N(Cc3cccc(F)c3)C2)CC1 (configuration not stated)
27	-3.4	O=C(CCC1CCCN(Cc2cn[nH]c2-c2ccccc2)C1)N1CCOCC1 (configuration not stated)
28	-4.9	Cc1ccc(C(c2c(-c3ccccc3)n(O)c3ccccc23)N2CCOCC2)cc1 (configuration not stated)
29	-11.1	CCc1ccc(OCC(=O)Nc2ccc(S(=O)(=O)N3CCCCC3C)cc2)cc1 (configuration not stated)
30	21.5	CCCCc1ccc(N2C(=O)/C(=C/c3cc(C)n(-c4cccc(C(=O)OC)c4)c3C)C(=O)NC2=S)cc1
31	0.4	CCOc1ccc(NC(=O)CN2C(=O)C(c3ccccc3)=NC23CCC(C)CC3)cc1 (configuration not stated)
32	4.3	Cc1ccc(-c2nc3c(C)cccc3o2)cc1N=Cc1c(O)ccc2ccccc12
33	6.8	Cc1ccc(CNC(=O)c2ccc3c(c2)NC(=O)C(S(=O)(=O)c2ccc(Cl)cc2)C3=O)cc1 (configuration not stated)
34	7.8	Cc1cccc(C)c1NS(=O)(=O)c1ccc2c(c1)[C@H]1C=CC[C@H]1[C@@H](c1ccc(Cl)cc1)N2
35	1.6	Cc1ccc(CCNC(=O)c2c(C)oc3nc(C)nc(N4CCOCC4)c23)cc1
36	0.8	CC1(C)CCCC(C)(C)N1CC(O)COc1ccccc1 (configuration not stated)
37	-5.7	COc1ccccc1C1=NN(S(C)(=O)=O)C(c2ccco2)C1 (configuration not stated)
38	-5.0	Cc1oc(-c2ccccc2NS(=O)(=O)Cc2ccccc2)nc1CNC(=O)CC(C)(C)C
39	-6.2	CN(Cc1ccccc1)S(=O)(=O)Cc1ccccc1F
40	-10.4	Cn1nnc2cc(C(=O)Nc3ccc(N4CCOCC4)cc3)ccc21
41	-8.6	CCc1ccc(-n2c(CCC(=O)O)ccc2-c2ccc(F)cc2)cc1
42	1.1	COc1ccc(-n2c(CCC(=O)O)ccc2-c2ccccc2)c(OC)c1
43	-2.8	CCCCCCOc1ccc(-c2nc3ccc(Br)cc3c(=O)o2)cc1
44	4.4	Cc1cn(S(=O)(=O)c2cc(C)c(Cl)cc2C)cn1
45	-5.0	COc1ccc(OC)c(-c2cn3ccccc3n2)c1
46	1.1	COc1cccc2c1OCC(NCc1csc(C(C)=O)c1)C2 (configuration not stated)
47	16.4	c1cc2c(cnc3cscc32)s1
48	-6.8	COc1cc(OC)c(NS(=O)(=O)c2c(C)nc3sc(C)cn3c2=O)cc1Cl
49	3.4	CC(=O)Oc1ccc(Br)cc1/C=C/c1nc2ccccc2nc1Cl
50	-2.1	CCNc1nc(NC(C)(C)C)nc(Oc2ccc(=O)n(-c3ccccc3)n2)n1
51	-17.3	CCOC(=O)N1CCN(C(=O)c2cc(Cn3nc(C)cc3C)[nH]n2)CC1
52	5.5	O=C1CCCN1CC(=O)N1CCCC(N2CCN(c3cccc(Cl)c3)CC2)C1 (configuration not stated)
53	12.6	O=C1OC(C2C(=O)c3ccccc3C2=O)C(Br)=C1Br (configuration not stated)
54	-5.8	Cc1cccc(OC(C)C(=O)Nc2nonc2-c2ccc(Br)cc2)c1C (configuration not stated)
55	8.4	Cc1ccc(NC(=O)C2CCN(C(=O)c3cnn(-c4ccccc4)c3-n3cccc3)CC2)cc1C
56	2.9	O=C1CCC(C(=O)N2CC=C(c3ccc(F)cc3)CC2)CN1CCc1ccccn1 (configuration not stated)
57	6.0	COc1ccc(Cl)cc1NC(=O)CN(c1cccc(C)c1C)S(C)(=O)=O
58	-5.0	C=CCNC(=O)c1c(C)cc(Cl)nc1Cl
59	3.4	Cc1ccc(NC(=O)CN2C(=O)N=C(Cc3cc(C)n(-c4ccccc4C)c3C)C2=O)cc1
60	1.4	COc1ccc(-c2ccccc2NC(=O)C2CCCN(Cc3cnc(C)[nH]3)C2)cc1 (configuration not stated)

The last two compounds of the part above come first, to join the parts:
nr	RBX1-CUL1 inh	molecule
59	3.4	Cc1ccc(NC(=O)CN2C(=O)N=C(Cc3cc(C)n(-c4ccccc4C)c3C)C2=O)cc1
60	1.4	COc1ccc(-c2ccccc2NC(=O)C2CCCN(Cc3cnc(C)[nH]3)C2)cc1 (configuration not stated)
61	-5.2	CCOC(=O)c1c(CN2CCCCC2)oc2ccc(OC)c(O)c12
62	-3.2	O=C(O)CCCC(=O)Nc1ccc(Br)c(Br)c1
63	-10.0	CCOc1ccccc1NC(=O)C1C(C)=Nc2ncnn2C1c1ccc(NC(C)=O)cc1 (configuration not stated)
64	8.0	C1=NC=NC1c1nc(C2C=NC=N2)nc(C2C=NC=N2)n1 (configuration not stated)
65	-7.0	O=C(O)CN(CCc1ccccc1)CC(=O)O
66	10.3	CCc1ccc(NCc2cc3cc4c(cc3n(CC(=O)Nc3ccc(Cl)cc3)c2=O)OCO4)cc1
67	-4.6	CCc1cc(=O)[nH]c(-c2ccc(CN3CCC(Cn4cccn4)CC3)cc2)n1
68	2.7	Cc1c(C(=O)N2CCCC(C)C2)oc2ccccc12 (configuration not stated)
69	-9.5	COc1ccc(OC)c(NC(=O)c2ccc(CSc3ncnc4nc[nH]c34)cc2)c1
70	-0.9	Cc1nc(CN2CCN(c3nc4nonc4nc3NCc3cccs3)CC2)cs1
71	2.4	CCOC(=O)c1ccc(NC(=O)Cc2coc3cc(C)cc(C)c23)cc1
72	-2.0	COc1ccc(NC(=O)CSc2nc3c(oc4ccccc43)c(=O)n2-c2ccc(C)c(C)c2)cc1
73	0.8	Cc1ccc(-c2nc3c(c(SCc4ccc(Br)cc4)n2)Cc2c(CO)cnc(C)c2O3)cc1
74	1.1	Cn1c(=O)n(C/C=C/c2ccccc2)c(=O)c2c1nc1n2CCN1c1ccccc1
75	-2.5	O=C(CSc1oc(-c2ccc(F)cc2)nc1S(=O)(=O)c1ccc(Br)cc1)NC1CCCCC1
76	-2.8	CCOCCCNC(=O)Cn1ncc2c([nH]c3ccc(C)cc32)c1=O
77	-4.0	COc1ccc(OCc2nn3c(-c4ccncc4)nnc3s2)cc1
78	2.0	CCCOc1cccc(C2c3c(oc4ccc(F)cc4c3=O)C(=O)N2c2nc(C)c(C(C)=O)s2)c1 (configuration not stated)
79	4.5	Cc1ccc2c(c1C)N=C(CSc1ncn[nH]1)CC2=O
80	-9.5	Cc1noc(C)c1C(=O)N1CCN(c2ccc(F)cc2)CC1
81	-8.3	Cc1ccc(OC(=O)c2cccc(N3C(=O)C4CCC(C)CC4C3=O)c2)cc1C (configuration not stated)
82	1.2	COc1ccc(CNC(=O)CCC2CCCN(Cc3ccc(C)cc3)C2)c(OC)c1 (configuration not stated)
83	-2.2	O=C(CCCn1c(=O)c2cccn2c2ccccc21)NCCc1ccc(Cl)cc1
84	-1.5	CC(=O)c1ccc(C(=O)N(CCCN(C)C)c2nc3c(C)c(C)ccc3s2)cc1
85	4.4	N#CCSc1nc(-c2cccs2)ccc1C#N
86	9.6	Cc1ccc(C(=O)Nc2cccc(O)c2)cc1S(=O)(=O)N1CCCCCC1
87	7.7	O=C1c2ccccc2CCC1C=Nc1ccccc1NS(=O)(=O)c1ccccc1 (configuration not stated)
88	-10.7	Cc1cc(C)nc(NS(=O)(=O)c2ccc(N=CC3CCc4ccccc4C3=O)cc2)n1 (configuration not stated)
89	3.0	Cc1ccc(S(=O)(=O)N2CCC(C(=O)Nc3cccc(N(C)C)c3)CC2)cc1
90	1.6	CC1C(=NC(=S)NC(=O)c2ccc(Cl)cc2)C(=O)N(c2ccccc2)N1C (configuration not stated)

Values by screen from above:
RBX1-CUL1 inh, nos. 32–35: 4.3, 6.8, 7.8, 1.6

(more compounds)
nr	RBX1-CUL1 inh	molecule
91	-0.5	COc1cc(CNc2ccc(O)cc2)cc(Cl)c1OCc1ccc(Cl)cc1
92	-2.7	Cc1ccc(OCc2nc(Nc3ccccc3)n[nH]2)cc1
93	5.6	COc1cc(CN2CCCC(c3ccnc(SCCN4CCCC4)n3)C2)ccc1F (configuration not stated)
94	5.7	Brc1ccc(N=C2C(=Nc3ccc(Br)cc3)c3cccc4cccc2c34)cc1
95	-3.1	COC(=O)C1CCCCN1C(=O)c1c(OC)cc(=O)n2c1CCN(Cc1cccc(Cl)c1)CC2 (configuration not stated)
96	2.5	COC(=O)c1ccccc1NC(=O)c1sc(Cl)nc1C
97	5.5	COc1ccc(N(CC(=O)NCCc2ccccc2)S(=O)(=O)c2ccc(OC)c(OC)c2)cc1
98	0.8	CCOc1cc(Br)c(C2NC(=S)N=C(C)C2C(C)=O)cc1OCC (configuration not stated)
99	-7.6	CCCCn1c(CN(C)Cc2ccccn2)cnc1S(=O)(=O)CC
100	3.5	Cc1ccc(-c2ccc(=O)n(C(C)C(=O)Nc3ccccc3Cl)n2)cc1C (configuration not stated)
101	0.8	COc1ccccc1C1c2ccc(O)cc2OC(=N)C1C#N (configuration not stated)
102	3.3	O=C(c1ccccc1OC1CCN(Cc2ccccc2O)CC1)N1CCCC1
103	10.3	COc1ccccc1CN1C[C@@H]2C[C@@H](c3ccn[nH]3)N3CCC[C@@]23C1=O
104	-1.9	Cc1cc(Cl)ccc1OCC(=O)Nc1nc2ccccc2s1
105	3.5	COc1ccccc1CCNC(=O)C(=O)NCC(c1ccco1)S(=O)(=O)c1cccs1 (configuration not stated)
106	4.6	Cc1nn(C)c(C)c1-c1cnc(C2CC(=O)N(CC(C)C)C2)[nH]1 (configuration not stated)
107	3.6	COC(=O)C1C(C)=NC2=C(C(=O)CC(c3ccco3)C2)C1c1ccc(OC)c(OC)c1OC (configuration not stated)
108	-8.6	COc1ccc(S(=O)(=O)n2nc(C)c(S(=O)(=O)N3CCCCC3)c2C)cc1
109	1.3	COC(=O)CCN(c1ccccc1)S(=O)(=O)c1cc(-c2cc(C)no2)ccc1OC
110	-7.9	CCOc1ccccc1CNC(=O)c1nc(-c2ccc(Cl)cc2)n2c1CCCCC2
111	-3.4	CCCCN1C(=O)C(C=Nc2nc3ccccc3[nH]2)C(=O)N(CCc2ccccc2)C1=O (configuration not stated)
112	1.9	CCc1cccc(NC(c2nnc(-c3ccccc3)o2)c2ccc(F)cc2Cl)c1 (configuration not stated)
113	6.0	O=C(NCc1ccc(Cl)cc1)c1ccc(CN2CCCCC2)cc1
114	-1.9	COc1ccc(Cn2c(=O)c3c(n4cnnc24)-c2ccccc2CC32CCCCC2)cc1
115	5.5	COc1ccc(N2C(=O)CC(NCc3ccc(F)cc3)C2=O)cc1 (configuration not stated)
116	3.3	CCc1c(C)sc(NC(=O)CSc2nc(-c3ccco3)cc(C(F)(F)F)n2)c1C#N
117	3.2	Cc1cc(CC2=NC(=O)NC2=O)c(C)n1-c1ccc(OCc2ccccc2Cl)cc1
118	2.5	Nc1c(C(=O)NC2C3CC4CC(C3)CC2C4)sc2ncccc12 (configuration not stated)

3 entries from above in another layout.
102	O=C(c1ccccc1OC1CCN(Cc2ccccc2O)CC1)N1CCCC1
  RBX1-CUL1 inh: 3.3

113	O=C(NCc1ccc(Cl)cc1)c1ccc(CN2CCCCC2)cc1
  RBX1-CUL1 inh: 6.0

115	COc1ccc(N2C(=O)CC(NCc3ccc(F)cc3)C2=O)cc1 (configuration not stated)
  RBX1-CUL1 inh: 5.5

Structures from the list above that have a cyano group:
nr	RBX1-CUL1 inh	molecule
85	4.4	N#CCSc1nc(-c2cccs2)ccc1C#N
101	0.8	COc1ccccc1C1c2ccc(O)cc2OC(=N)C1C#N (configuration not stated)
116	3.3	CCc1c(C)sc(NC(=O)CSc2nc(-c3ccco3)cc(C(F)(F)F)n2)c1C#N
